Screens: PubChem, National Center for Advancing Translational Sciences (NCATS)
Luc counter: Kinase-Glo luciferase inhibition (counter-screen); 200,000 compounds, 0.28% hits; AID 1379; Potency, µM (doses to about 38.3 µM), without a hit: at the top dose activity change, negative = inhibition, hits mostly inhibitors; Q27757; Kinase-Glo luciferase, ATP luminescence, 8 min; further: potency means the concentration at half of the fitted maximal effect; on the % scale 0 is the no-effect control and ±100 the full control effect; nearly all actives have a fitted effect of over 60% in size
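Compound is pinned into ATP-containing buffer (10 uM ATP, imidazole pH 7.2, 7 mM MgCl2). Kinase-Glo luciferase reagent is then added. Light output is recorded following an 8-min room-temperature incubation.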
HTT aggregate: reduces HttQ103-GFP aggregates in PC12 cells; AID 1688; 220,000 compounds, 1.1% hits; Potency, µM (series often up to 46.1 µM), for inactives: at the top dose activity change, negative = inhibition, most hits filed as inhibitors; PC12 HttQ103-GFP aggregates, Acumen cytometry, 40 h; further: potency means the concentration at half of the fitted maximal effect; on the % scale 0 is the no-effect control and ±100 the full control effect; nearly all actives have a fitted effect of over 60% in size
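Aggregate formation scored by laser-scanning cytometer (488 excitation, 500–530 emission) in lysed PC12 cells expressing Q103-GFP after 100 nM tebufenozide induction; library tested in dose series, with ATPLite reagent added in the multiplex.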
SMN2 splice enh: SMN2 splice variant enhancement. HEK293 SMN2-luciferase splicing reporter, luminescence, 30-36 h. Potency, µM (top dose mostly 46.1 µM), inactives show at the top dose activity change, positive = activation, hits mostly activators. 210,000 compounds, 2.8% hits. AID 1458; further: potency means the concentration at half of the fitted maximal effect; % of control where 0% means no effect; nearly all actives have a fitted effect of over 55% in size
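HEK293 cells carry an SMN2 […]–luciferase reporter in which exon 7 inclusion puts luciferase in frame. Cells were plated 10-12 h before compound addition, then incubated 30-36 h at 37C. ONE-Glo luminescence was read; sodium butyrate at 4.5 mM final served as control.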
IMPase Li inh: membrane-permeable IMPase blocker, potentiated with lithium; CHO-M1 cells, IP1 TR-FRET (IP-One), carbachol + lithium; Potency, µM (highest dose often 59.4 µM), without a hit: at the top dose activity, negative = IMPase inhibition, hits mostly inhibitors; 210,000 compounds, 0.35% hits; AID 1457;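 further: IP1 builds up when IMPase is blocked and the TR-FRET signal falls; potency means the concentration at half of the fitted maximal effect; plate controls were basal vehicle for no effect and high inhibitor control for full effect; nearly all actives have a fitted effect of over 50% in size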
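IP1 accumulation measured by competitive TR-FRET in lysed CHO-M1 cells after 30 min compound exposure at 37C, with a small lithium addition to potentiate weak responses. Hill-equation AC50 from ratio and donor-channel data.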
CBFb-RUNX1 inh: CBF-beta/RUNX1 interaction disruption | Q01196+Q13951 | AlphaScreen CBFb-His/RUNX1-biotin binding, biochemical | Potency, µM (highest dose often 59.8 µM), without a hit: top-dose activity, negative = inhibition, most hits filed as inhibitors | 230,000 tested, under 10 active; further: % of control where 0% means no effect
Target sequence (Q01196 whole entry, looked up): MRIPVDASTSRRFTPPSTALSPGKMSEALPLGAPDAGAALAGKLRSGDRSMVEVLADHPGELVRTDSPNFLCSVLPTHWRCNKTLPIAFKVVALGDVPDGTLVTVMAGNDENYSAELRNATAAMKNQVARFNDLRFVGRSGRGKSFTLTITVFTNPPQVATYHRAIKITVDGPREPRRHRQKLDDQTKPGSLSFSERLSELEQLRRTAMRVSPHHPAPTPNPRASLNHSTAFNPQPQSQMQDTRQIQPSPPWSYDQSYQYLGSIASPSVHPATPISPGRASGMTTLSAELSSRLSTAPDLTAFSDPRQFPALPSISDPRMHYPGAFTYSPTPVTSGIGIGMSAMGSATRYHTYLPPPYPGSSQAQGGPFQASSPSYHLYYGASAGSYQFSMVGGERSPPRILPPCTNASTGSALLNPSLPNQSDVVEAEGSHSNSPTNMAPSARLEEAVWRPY
Target sequence (Q13951 whole entry, looked up): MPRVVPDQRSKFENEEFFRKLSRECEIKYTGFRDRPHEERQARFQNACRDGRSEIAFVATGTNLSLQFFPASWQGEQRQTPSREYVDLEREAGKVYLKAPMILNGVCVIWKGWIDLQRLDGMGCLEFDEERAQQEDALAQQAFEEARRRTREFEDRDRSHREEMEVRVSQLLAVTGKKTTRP
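Inhibition was taken as any reduction in AlphaScreen signal from the CBF-beta–RUNX1 pair (His and biotin tags, 30 nM each), measured after compound (15 min) and bead (90 min) incubations at room temperature.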
LMNA splice mod: LMNA splicing modulation; HeLa LMNA splicing GFP/RFP minigene ratio, 48 h; Potency, µM (titrated, usually from 46.1 µM), for inactives: at the highest dose ratio change, negative = inhibition, usual class: inhibitors; 200,000 compounds, 0.01% hits; active means well fitted inhibition curve with a large enough effect in the signal ratio, with a control signal flat, not every such curve was filed as active; inconclusive means small, poorly fitted or top-dose-only effect, or effect the other way, or a change in a side signal; the % refers to the signal ratio; further: potency means the concentration at half of the fitted maximal effect; on the % scale 0 is the no-effect control and ±100 the full control effect
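Read-out is the ratio of GFP to DsRed2 object intensity, acquired by 488 nm laser-scanning cytometry on HeLa lamin A-EGFP minigene reporter cells. Compound incubation 48 hrs at 37 °C in Opti-MEM with 2% FBS; DMSO 0.5% final.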
HTT ATP protect: Huntington cell model cytoprotection by ATP luminescence | PC12 HTT-Q103 induced, cytoprotection, ATP luminescence, 40 h | Potency, µM (top dose mostly 56.4 µM), without a hit: cytoprotection (ATP increase), usual class: activators | 230,000 compounds, 0.14% hits | AID 1471;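 further: potency means the concentration at half of the fitted maximal effect; % of control where 0% means no effect; nearly all actives have a fitted effect of over 45% in size; toxic huntingtin expression switched on by the ecdysone agonist tebufenozide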
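PC12 cells stably carrying ecdysone-inducible Htt exon 1 (Q103)–GFP were induced with 100 nM tebufenozide (final) alongside library compounds in a dose series. Cytoprotection was scored as retained ATP by ATPlite luminescence.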
* hit, by the source's call; ? = inconclusive; . = no result given; & = joins results of further samples; [ ] = another dose, or the depositor's remark. Unless noted, the call rests on the fitted dose curve; in most records, active means well fitted curve in the direction sought with a large enough effect; inconclusive means small, poorly fitted or top-dose-only effect, or another doubt; inactive means no such curve, though single readings can be large; an effect the other way counts as inactive or inconclusive. Outcome played no part in choosing rows. Share with any hit: about 4%.

#	SMILES	Luc counter	HTT aggregate	SMN2 splice enh	IMPase Li inh	CBFb-RUNX1 inh	LMNA splice mod	HTT ATP protect
1	COc1cc(NS(=O)(=O)c2ccc(N/C=C(\C=O)c3nc4cc(Cl)ccc4o3)cc2)nc(OC)n1	1.2%	-19.1%	-6.5%	1.8%[38.3 µM]	-3.5%	?	-12.9%
2	N/C(=N\OC(=O)c1ccccc1Cl)c1ccccc1	?	16.1%	11.2µM*	-9.2%[38.3 µM]	3.1%	12.3%[0.0737 µM]	-24.5%
3	C=CCn1cnc2c(c1=O)c1nc3ccccc3nc1n2Cc1ccccc1	-5.7%	-19.7%	4.6%	13.3%[38.3 µM]	0.3%	4.7%	6.5%
4	CCCCCC(=O)/C=C/[C@@H]1[C@@H](C/C=C\CCCC(=O)O)[C@@H](O)C[C@H]1O	-0.3%	.	6.7%	9.1%	9.2%	.	-14.7%
5	COc1ccc(N/C=C/C(=O)c2ccc(Cl)cc2)cc1	-5.5%	6.8%	4.47µM*	-3.9%	-6.5%	6.9%	23.2%[10 µM]
6	C=CCN1C(=O)C(Cc2ccc(F)cc2)S/C1=N/N=C/c1ccco1 (configuration not stated)	-0.1%	-16.4%	5.4%	10.9%	3.1%	-11.5%	0.4%[10 µM]
7	Cc1cc(C)c2cccc(NC(=S)NC(=O)c3ccccc3)c2n1	-2.5%	15.2%	-4.5%	-4.9%[38.3 µM]	-6.0%	10.6%	-28.2%
8	Cn1c(SCC(=O)NNC(=O)Cc2ccccc2)nc2ccccc2c1=O	0.3%	9.0%	2.6%	2.4%	4.1%	?	-11.7%[10 µM]
9	Cc1ccc(NC(=S)NNC(C)(C)C)cc1	.	-11.6%[9.22 µM]	.	.	5.9%	.	-12.0%[10 µM]
10	COc1cccc(OCCOCC(O)CN2CCN(Cc3ccc(Cl)cc3)CC2)c1 (configuration not stated)	0.7%	11.7%	-48.7%[inhibitor]	0.0%	11.8%	?	29.3%[10 µM]
11	CN(C)c1ccc(-c2ccc([C@H]3[C@@H]4C=CCC[C@@]4(C)C(=O)N3Cc3ccccc3)c(F)c2)cc1	.	17.4%[9.22 µM]	.	.	-7.4%	.	-6.3%[10 µM]
12	N#CCSc1nc2cc(C(=O)N3CCCC3)ccc2c(=O)n1Cc1ccccc1	1.6%	8.1%	19.4%	?	0.7%	1.6%	-22.4%
13	CN(C(=S)NCCN1CCOCC1)C(c1ccccc1)c1ccccc1	-0.1%	15.3%	-31.5%[inhibitor]	5.8%	-25.6%	?	-33.1%
14	CCc1nnc(NC(=O)c2ccc(S(=O)(=O)N(C)c3ccccc3)cc2)o1	4.0%	?	-101.2%[inhibitor]	-1.0%	?	-16.5%[9.22 µM]	-145.2%[inhibitor]
15	CCOc1ccc(/C=N/NC(=O)CSc2n[nH]c(=O)[nH]c2=O)cc1OC	0.1%	-23.3%	16.4%	0.5%	-1.6%	.	.
16	Cc1c(NC(=O)COC(=O)C23CC4CC(CC(Br)(C4)C2)C3)c(=O)n(-c2ccccc2)n1C	1.0%	16.6%	-13.3%	14.6%	-4.5%	5.1%[46 µM]	5.5%[10 µM]
17	Cc1ccc(C(=O)c2cc3ccccc3o2)cc1C	-8.5%	-12.6%	?	-2.9%[38.3 µM]	14.9%	-0.5%	-25.4%
18	O=c1n(-c2ccc(Br)cc2)cnn1-c1ncccc1[N+](=O)[O-]	1.5%	3.8%[9.22 µM]	12.6µM*	-0.4%	0.5%	12.2%[46 µM]	-57.5%[inhibitor]
19	CCOc1cc(N2CCOCC2)c(OCC)cc1NC(=O)c1ccc(=O)n(Cc2ccccc2)n1	-0.2%	5.0%	-21.9%	-0.7%[38.3 µM]	3.2%	2.5%	-12.4%
20	FC(F)(F)c1cccc(-c2nc(COc3ccc(Cl)cc3Cl)no2)c1	.	-17.3%[9.22 µM]	.	.	-1.7%	.	1.7%[10 µM]
21	COc1cccc(-c2nnc(SCc3ccccn3)n2C)c1	2.9%	-16.6%	17.4%	9.9%[38.3 µM]	1.4%	-3.9%	19.6%
22	COc1ccc(Cl)cc1NC(=S)N1CCN(C(=O)C2CCCO2)CC1 (configuration not stated)	1.1%	7.2%[9.22 µM]	.	-2.8%	0.7%	-11.7%[46 µM]	-21.0%[10 µM]
23	Cc1cccc(N2C(N)=NC(N)=NC23CCCCC3)c1	-0.9%	16.3%	-18.4%	8.1%[38.3 µM]	2.4%	11.6%	-23.0%
24	Cc1nc(N2CCN(S(=O)(=O)c3cccc4nonc34)CC2)c2c3c(sc2n1)CCCC3	-2.4%	-18.5%	11.7%	7.9%[38.3 µM]	4.2%	-3.0%	-22.5%[10 µM]
25	Cc1ccc(NC(=O)C2Cc3ccccc3CN2C(=O)c2ccccc2)cc1Cl (configuration not stated)	0.6%	-4.8%	-9.8%	4.0%	0.0%	-24.8%	10.0%[10 µM]

Rewritten field by field: 4 of the compounds above.
17	Cc1ccc(C(=O)c2cc3ccccc3o2)cc1C
  Luc counter: -8.5%	HTT aggregate: -12.6%	SMN2 splice enh: ?	IMPase Li inh: -2.9%[38.3 µM]	CBFb-RUNX1 inh: 14.9%	LMNA splice mod: -0.5%	HTT ATP protect: -25.4%
18	O=c1n(-c2ccc(Br)cc2)cnn1-c1ncccc1[N+](=O)[O-]
  Luc counter: 1.5%	HTT aggregate: 3.8%[9.22 µM]	SMN2 splice enh: 12.6µM*	IMPase Li inh: -0.4%	CBFb-RUNX1 inh: 0.5%	LMNA splice mod: 12.2%[46 µM]	HTT ATP protect: -57.5%[inhibitor]
19	CCOc1cc(N2CCOCC2)c(OCC)cc1NC(=O)c1ccc(=O)n(Cc2ccccc2)n1
  Luc counter: -0.2%	HTT aggregate: 5.0%	SMN2 splice enh: -21.9%	IMPase Li inh: -0.7%[38.3 µM]	CBFb-RUNX1 inh: 3.2%	LMNA splice mod: 2.5%	HTT ATP protect: -12.4%
20	FC(F)(F)c1cccc(-c2nc(COc3ccc(Cl)cc3Cl)no2)c1
  Luc counter: .	HTT aggregate: -17.3%[9.22 µM]	SMN2 splice enh: .	IMPase Li inh: .	CBFb-RUNX1 inh: -1.7%	LMNA splice mod: .	HTT ATP protect: 1.7%[10 µM]

Next section.
#	SMILES	Luc counter	HTT aggregate	SMN2 splice enh	IMPase Li inh	CBFb-RUNX1 inh	LMNA splice mod	HTT ATP protect
26	O=C(COc1ccc(Br)cc1)N1CCc2ccccc21	.	3.2%[9.22 µM]	.	.	-0.9%	.	8.4%[10 µM]
27	O=C(CCSc1ccccc1)NC(=O)COC(=O)c1ccc(OC(F)F)cc1	.	17.2%	.	.	5.5%	-12.8%	-0.4%[10 µM]
28	CC[C@@H](C)C(NC(=O)OC(C)(C)C)c1cn([C@@H](Cc2cc3ccccc3[nH]2)C(=O)N2CCN(C(=O)OC(C)(C)C)CC2)nn1 (some centres not stated)	.	-1.5%[9.22 µM]	.	-3.9%	2.7%	.	-1.5%[10 µM]
29	N#Cc1cnn(-c2ncnc3sc(-c4ccccc4)cc23)c1N	-2.6%	19.7%	-3.9%	-3.6%[38.3 µM]	-1.6%	6.3%	-24.6%
30	CSc1cc(-c2ccc(Cl)cc2)c(C(=O)NN)s1	-3.2%	-31.4%	?	-14.9%[38.3 µM]	-2.5%	?	-18.8%
31	O=C(c1cccs1)N1CCN(Cc2ccccn2)CC1	-0.4%	-8.2%[9.22 µM]	3.3%	9.4%	10.4%	.	-12.6%[10 µM]
32	CN(C)c1ccc(C2=NOC(CN3C(=O)c4ccccc4S3(=O)=O)C2)cc1 (configuration not stated)	-2.3%	-0.6%[9.22 µM]	12.6µM*	0.2%[38.3 µM]	-23.9%	?	-32.2%
33	O=C(/C=C/c1ccccc1)N1CCC(N2CCC(C(=O)N3CCOCC3)CC2)CC1	5.8%	-5.8%[9.22 µM]	.	12.5%	10.4%	7.3%[46 µM]	-7.9%[10 µM]
34	Cc1cccc(OC(C)c2ccnc3nc(/N=C/N(C)C)nn23)c1 (configuration not stated)	-3.0%	1.7%	-9.7%	-9.6%[38.3 µM]	3.1%	14.0%	-17.3%
35	C=CCOc1cccc(C2c3c(oc4ccc(F)cc4c3=O)C(=O)N2CCCN2CCOCC2)c1 (configuration not stated)	.	-14.7%[9.22 µM]	.	.	3.7%	.	-10.9%
36	Cc1ccc(C)n1-c1ccc(C(=O)NN)cc1	2.1%	9.0%	2.8%	-1.5%	-11.6%	-2.5%	-1.4%[10 µM]
37	COc1cc(CCCN2C(=O)C(=O)NC[C@@H]2c2ccccc2)cc(OC)c1OC	.	20.0%[9.22 µM]	.	.	4.3%	.	6.5%[10 µM]
38	COc1cccc(N/C(SC)=C(/C#N)C(N)=O)c1	1.2%	16.5%	-12.9%	9.0%[38.3 µM]	1.5%	4.0%	35.1%
39	O=C(NCc1ccco1)c1nn(-c2ccccc2)c(=O)c2ccccc12	14.6%	-17.1%	-18.3%	-9.0%[38.3 µM]	-2.5%	-0.6%	6.2%
40	CCOC(=O)C(CCc1ccccc1)NC1CCc2ccccc2N(CC(=O)O)C1=O (configuration not stated)	-2.1%	-22.2%	4.8%	5.8%	5.8%&6.8%	.	-59.5%[inhibitor]
41	O=C(c1ccco1)N1N=C2CCCCCC2C1(O)C(F)(F)F (configuration not stated)	-2.5%	-13.9%[9.22 µM]	.	9.0%	1.1%	.	9.9%[10 µM]
42	CCCCOc1ccc(N2CC(C(=O)NCCc3ccc(OC)c(OC)c3)CC2=O)cc1 (configuration not stated)	-2.5%	-19.6%	-30.9%[inhibitor]	-0.2%	3.5%	.	-38.9%[inhibitor]
43	Cc1cc(C)cc(OCC(=O)NNC(=O)CCN2C(=O)c3ccccc3C2=O)c1	-3.3%	-3.3%	4.4%	-1.6%	2.3%	1.2%	.
44	CN(C)c1ccc(NC(=O)Cn2cc3c(n2)CCCC3)cc1	-3.0%	-30.3%	-4.1%	44.1%[activator][38.3 µM]	?	-3.7%	-13.8%
45	COc1ccc(C(=O)CNC2=NCCC2)cc1	-1.6%	-15.6%	-14.4%	2.0%	-1.4%	.	-21.7%
46	Nc1ccc(CCNc2ncnc3c2ncn3C2OC(CO)C(O)C2O)cc1 (configuration not stated)	-9.2%	.	18.5%&-0.6%	7.8%&0.7%	-4.3%&0.9%	?	-3.5%
